Screening results as filed in PubChem BioAssay.
ROC1-CUL1 inh: inhibitors of human ROC1-CUL1 ubiquitin ligase activity | 0.6% of 140,000 active | E3 ubiquitin-protein ligase RBX1 (Homo sapiens) + Cullin-1 (Homo sapiens), P62877+Q13616 | in vitro K48 di-Ub FRET, acceptor:donor ratio, 45 min | inhibition, % at 10 µM; in the data active means inhibition above about 25%
Target sequence (P62877 whole entry, looked up): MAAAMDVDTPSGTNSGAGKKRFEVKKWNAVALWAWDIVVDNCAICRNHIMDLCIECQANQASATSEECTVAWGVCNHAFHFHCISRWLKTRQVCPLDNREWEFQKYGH
Target sequence (Q13616 whole entry, looked up): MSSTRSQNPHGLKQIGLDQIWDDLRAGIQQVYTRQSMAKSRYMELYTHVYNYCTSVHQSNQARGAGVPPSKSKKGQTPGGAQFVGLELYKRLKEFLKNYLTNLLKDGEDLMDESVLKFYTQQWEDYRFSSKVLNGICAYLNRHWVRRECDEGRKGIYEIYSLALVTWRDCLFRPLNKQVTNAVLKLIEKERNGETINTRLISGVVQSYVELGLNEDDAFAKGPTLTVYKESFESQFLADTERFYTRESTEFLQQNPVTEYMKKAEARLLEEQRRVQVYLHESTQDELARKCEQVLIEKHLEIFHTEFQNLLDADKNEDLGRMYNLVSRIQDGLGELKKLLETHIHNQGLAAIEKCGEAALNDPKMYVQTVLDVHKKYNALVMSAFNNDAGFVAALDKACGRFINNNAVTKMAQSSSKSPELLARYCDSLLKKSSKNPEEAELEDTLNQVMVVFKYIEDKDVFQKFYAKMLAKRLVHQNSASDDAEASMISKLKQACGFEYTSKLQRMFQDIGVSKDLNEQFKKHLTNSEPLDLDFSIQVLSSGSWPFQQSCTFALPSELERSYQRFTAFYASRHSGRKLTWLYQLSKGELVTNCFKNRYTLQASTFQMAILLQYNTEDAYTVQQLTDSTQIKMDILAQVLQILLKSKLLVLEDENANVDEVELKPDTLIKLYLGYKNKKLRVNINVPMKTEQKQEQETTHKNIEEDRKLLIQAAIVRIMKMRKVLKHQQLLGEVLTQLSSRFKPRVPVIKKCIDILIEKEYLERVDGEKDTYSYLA
The depositor's hits bear a star. An excerpt; count on the stated rates, not on these rows.

SMILES	ROC1-CUL1 inh
CN1C(=O)CC(=NC(=O)c2ccc(C(C)(C)C)cc2)N(C)C1=O	-12
COc1ccc(S(=O)(=O)N(NC2NS(=O)(=O)C3CCCCC23)C(=O)C(C)C)cc1 (configuration not stated)	-2
CCN1C(=O)C2(O)C3C4CC5C6C4C2C6C1(O)C53 (configuration not stated)	3
CCOC(=O)c1c(-c2ccc(C)cc2)csc1NC(=O)COc1ccccc1C	2
CCCCN1C(=O)NC2C1NC(=O)N2CCCC (configuration not stated)	-15
O=C(c1ccncc1)N1CCCC(CCc2ccccc2F)C1 (configuration not stated)	0
CCCCNC(=O)c1cc(-c2ccccc2)oc1C	-4
O=C(Nc1cccc(Cl)c1)c1ccc(OC(=S)N2CCOCC2)cc1	-5
CCc1ccc(CN(Cc2ccco2)C(=O)c2cc(-c3ccc(Cl)cc3)on2)cc1	1
COc1cc(OC)cc(C2c3c(n[nH]c3-c3cccs3)OC(=N)C2C#N)c1 (configuration not stated)	2
COCC(=O)NC(C)c1cnc(N2CCCCCCC2)nc1C (configuration not stated)	10
COc1cccc(C(=O)Nc2nc3ccccc3s2)c1OC	0
COC(=O)c1ccccc1NC(=O)c1cnc2c(-c3cccc(C)c3)c(C)nn2c1C	0
CC1CN(c2nc(-c3ccc(Cl)cc3)nnc2-c2ccc(Br)cc2)CC(C)N1 (configuration not stated)	-2
CCCCn1nc2c3c(cccc3c1=O)-c1ccccc1-2	6
CCC1CN(Cc2sccc2C)Cc2cc(OC)ccc2O1 (configuration not stated)	0
O=C1c2ccccc2C(=O)N1CSC(=S)N/N=C/c1ccccc1O	0
CC1=Nc2ccccc2N=C(C(F)(F)F)C1	4
C#Cc1cccc(C(=O)N2CCc3onc(-c4cccc(F)c4)c3C2)c1	3
O=C(CC(NCC1CCCO1)C(=O)O)Nc1cccc(O)c1 (configuration not stated)	-9

For convenience, some entries already given:
SMILES	ROC1-CUL1 inh
CN1C(=O)CC(=NC(=O)c2ccc(C(C)(C)C)cc2)N(C)C1=O	-12
COc1ccc(S(=O)(=O)N(NC2NS(=O)(=O)C3CCCCC23)C(=O)C(C)C)cc1 (configuration not stated)	-2
CCN1C(=O)C2(O)C3C4CC5C6C4C2C6C1(O)C53 (configuration not stated)	3
CCOC(=O)c1c(-c2ccc(C)cc2)csc1NC(=O)COc1ccccc1C	2
CCCCN1C(=O)NC2C1NC(=O)N2CCCC (configuration not stated)	-15
O=C(c1ccncc1)N1CCCC(CCc2ccccc2F)C1 (configuration not stated)	0
CCCCNC(=O)c1cc(-c2ccccc2)oc1C	-4
O=C(Nc1cccc(Cl)c1)c1ccc(OC(=S)N2CCOCC2)cc1	-5
CCc1ccc(CN(Cc2ccco2)C(=O)c2cc(-c3ccc(Cl)cc3)on2)cc1	1
COc1cc(OC)cc(C2c3c(n[nH]c3-c3cccs3)OC(=N)C2C#N)c1 (configuration not stated)	2
COCC(=O)NC(C)c1cnc(N2CCCCCCC2)nc1C (configuration not stated)	10
COc1cccc(C(=O)Nc2nc3ccccc3s2)c1OC	0
COC(=O)c1ccccc1NC(=O)c1cnc2c(-c3cccc(C)c3)c(C)nn2c1C	0
CC1CN(c2nc(-c3ccc(Cl)cc3)nnc2-c2ccc(Br)cc2)CC(C)N1 (configuration not stated)	-2
CCCCn1nc2c3c(cccc3c1=O)-c1ccccc1-2	6
CCC1CN(Cc2sccc2C)Cc2cc(OC)ccc2O1 (configuration not stated)	0
O=C1c2ccccc2C(=O)N1CSC(=S)N/N=C/c1ccccc1O	0
CC1=Nc2ccccc2N=C(C(F)(F)F)C1	4
C#Cc1cccc(C(=O)N2CCc3onc(-c4cccc(F)c4)c3C2)c1	3
O=C(CC(NCC1CCCO1)C(=O)O)Nc1cccc(O)c1 (configuration not stated)	-9

Other results
SMILES	ROC1-CUL1 inh
COC(=O)C1=C(C)N=c2s/c(=C/c3ccco3)c(=O)n2C1c1cccs1 (configuration not stated)	-5
CCOc1ccc(NC(=O)N2CCC(C(N)=O)(N3CCCCC3)CC2)cc1	4
CCCNC(=O)C1CC(=O)N(c2cccc(C)c2)C1 (configuration not stated)	-9
Cc1ccc(OC(C)C(=O)Nc2nccs2)cc1 (configuration not stated)	-1
COC(=O)c1cnn(-c2ccccc2)c1C	-4
COc1ccc(C(=O)Oc2ccc(Br)cc2/C=N/NS(=O)(=O)c2ccccc2)cc1	-3
Cc1c(CC(=O)NCc2ncn[nH]2)c2c(n1Cc1ccccc1F)CCCC2=O	9
CCOC(=O)c1[nH]c(C)c(CCC(=O)NCc2ccc(CC)cc2)c1C	-4
CCOC(=O)c1cc(=O)[nH]n1-c1ccccc1	-2
Cc1cc(Br)ccc1NC(=O)c1cccs1	-4
O=S(=O)(/C=C/c1ccccc1)c1ccc(Cl)c(Cl)c1	-2
COC(=O)c1cc2c3ccccc3n(-c3ccccc3)c2n2nnc(C(=O)OC)c12	0
CCOc1cc(/C=N\NC(=O)CN2CCOCC2)ccc1OCc1ccc(C)cc1	7
CCOc1ccc(NC(=O)CC2C(=O)N(c3ccc(F)cc3)C(=O)N2CCc2sccc2C)cc1 (configuration not stated)	-7
COC(=O)c1sc2cccc(F)c2c1S(=O)(=O)NC(C)c1ccccc1 (configuration not stated)	3
c1ccc(C2C3(c4ccccc4)CSCC23c2ccccc2)cc1 (configuration not stated)	8
NCCOB(c1cc2ccccc2s1)c1cc2ccccc2s1	-1
CCc1cccc(C)c1NC(=O)c1ccccc1[N+](=O)[O-]	7
COCC1CCN(C(=O)c2ccc(OC3CCN(S(C)(=O)=O)CC3)c(Cl)c2)C1 (configuration not stated)	8
Cc1ccccc1C(=O)Nc1ccc(N2CCN(C(=O)c3cccs3)CC2)cc1	-1
CCc1nc(Oc2ccc3c(C)cc(=O)oc3c2)c2c3c(sc2n1)CCCC3	0
C=C(C)CN1C(=O)C2(OCCO2)c2cc(Br)ccc21	-3
CNCCCOc1ccccc1-c1cccc(-c2ccn[nH]2)c1	1
Cc1ccc(-c2csc(SCC(N)=O)n2)cc1	1
CCOC(=O)c1c(NC(=O)c2cccc3c(Br)cccc23)sc2c1CCCC2	4
COc1cc(OC)cc(C(=O)N=c2sc(C)c(-c3ccccc3)n2C)c1	3
Cc1cc(NC(=O)COC2=CCCC=C2)no1	-1
CC(=Nc1c(C)cccc1C)C(C)=Nc1c(C)cccc1C	1
COc1ccc(-c2onc(C)c2C)cc1S(=O)(=O)N1CCN(c2cc(C)ccc2C)CC1	2
OC(Cn1nnc2ccccc21)Cn1c(C(F)(F)F)nc2ccccc21 (configuration not stated)	2
O=C(Cc1c(Sc2ccccc2)c2ccccc2n1Cc1ccccc1)Nc1ccccc1	-5
CC(=O)Nc1ccc(NC(=O)c2ccc(C3SCC(=O)N3CCc3ccccc3)cc2)cc1 (configuration not stated)	1
CC(=O)Nc1ccccc1C(=O)/C=C/c1ccccc1OCc1ccccc1	-4
COc1ccc(CCNC(=O)CCn2c(=O)c3ccccc3n(CC(=O)Nc3ccc(C)cc3C)c2=O)cc1OC	0
O=C1CCC(C(=O)N2CCC(Oc3cccc(C(=O)N4CCOCC4)c3)CC2)=NN1	2
O=C(CSC(=S)N1CCOCC1)Nc1nc(-c2c[nH]c3ccccc23)cs1	-6
N#Cc1ccccc1COc1ccc(CC2=NC(=S)NC2=O)cc1	2
CCOc1ccc(N=C2S/C(=C\c3cc(Br)ccc3OCC#N)C(=O)N2CC)cc1	0
CC(C)COc1ccccc1NC(=O)c1ccc(Br)o1	10
N#Cc1ccc(-c2nc3ccccn3c2[N+](=O)[O-])cc1	2
CN(Cc1cccnc1)c1ccc(C(=O)N2CCCN(C3CCCCC3)CC2)cn1	-2
Cc1ccc(NC(=O)CCSc2nnc(-c3ccc(C)cc3)o2)cc1	8
COCCC(=O)N1CCC2(CCCN(CCC3CCCCC3)C2)C1 (configuration not stated)	-8
CCSc1nc2ccc(NC(=O)c3sc4nc(-c5ccncc5)ccc4c3N)cc2s1	-3
c1ccc(Oc2cccc(CN3CCN(c4ccccn4)CC3)c2)cc1	-4
Cc1ccc(-c2nc(CS(=O)(=O)CC(=O)NCCc3ccccc3)c(C)o2)cc1	-6
Cc1ccc(N(C)C(=O)CCS(=O)(=O)c2cc3c(cc2Cl)NC(=O)CO3)cc1	-8
Cc1cccc(N2CCN(C(=O)CCCn3c(=O)[nH]c4ccsc4c3=O)CC2)c1C	-8
Cc1ccccc1N1CCN(C(=O)c2cccc(Br)c2)CC1	9
COCc1noc(-c2ccc(N3CCCC3c3cccc(OC)c3)nc2)n1 (configuration not stated)	-3
CN(C(=O)C(=O)Nc1ccc2nc3n(c(=O)c2c1)CCCCC3)c1cccc(C(F)(F)F)c1	-2
Cc1ccc(CN2C(=O)S/C(=C/c3cc(Br)c(O)c(Br)c3)C2=O)cc1	2
CCCCn1c(C)cn2c3c(=O)[nH]c(=O)n(C)c3nc12	7
COc1cc(-c2cc(C(F)(F)F)n3ncc(C(=O)Nc4cc(C)ccc4O)c3n2)cc(OC)c1OC	12
O=C(Nc1nc(-c2ccccc2)cs1)c1ccc(Br)cc1	6
COc1cccc(C(=O)Nc2cc3c(cc2Cl)OCCCO3)c1	3
CS(=O)(=O)N1CCc2cc(C(=O)N3CCN(Cc4ccccc4)CC3)ccc21	6
c1ccc(-c2cn3c4ccccc4nc3n2CCN2CCCCC2)cc1	-10
OCCCn1c(-c2ccc(F)cc2)csc1=Nc1ccc(F)cc1	-12
Cc1cccc(NC(=O)c2ccc3nc(CCc4ccccc4)oc3c2)c1C	-1

Sorted by molecular weight (smallest number first): three of the compounds above
SMILES	ROC1-CUL1 inh
O=C(c1ccncc1)N1CCCC(CCc2ccccc2F)C1 (configuration not stated)	0
CC(=O)Nc1ccccc1C(=O)/C=C/c1ccccc1OCc1ccccc1	-4
O=C(Cc1c(Sc2ccccc2)c2ccccc2n1Cc1ccccc1)Nc1ccccc1	-5

Going on with the list.
SMILES	ROC1-CUL1 inh
CCc1ccc(S(=O)(=O)N2CCN(C(=O)c3cccs3)CC2)cc1	-1
COc1ccc(C2=C(N3CCN(c4cc(Cl)ccc4C)CC3)c3ccccc3C2=O)cc1	-8
Cc1ncc(CNC2CC(C)(C)Cc3nc(N4CCOCC4)ncc32)n1C (configuration not stated)	-2
CC1=CC(=O)C=C/C1=N\n1c(C)nc2sc(C)c(C)c2c1=O	9
CCOCCCNC(=O)c1cc(OC)cc(OC)c1	0
Cc1ccc(CN2CC(c3nc(-c4cccs4)c(C)[nH]3)CC2=O)cc1 (configuration not stated)	1
CC(=O)c1ccc(NC(=O)c2c3c(nc4ccccc24)C(=O)N(C2CCCCC2)C3)cc1	-4
Cc1ccccc1OCC(=O)N(Cc1ccc(N(C)C)cc1)CC1CCCO1 (configuration not stated)	4
CCc1ccc(C(=O)c2cn(CC(=O)Nc3ccc(OC)c(Cl)c3)c3nc(C)ccc3c2=O)cc1	5
CSc1ccc(CCNC(=O)C2CCCN(S(=O)(=O)N(C)c3ccc(F)cc3)C2)cc1 (configuration not stated)	1
N#CC1Cc2ccccc2Sc2ccccc21 (configuration not stated)	8
COc1cc(=O)n2c(c1C(=O)NCc1ccc3c(c1)OCO3)CCN(C(=O)CC(C)(C)C)CC2	-5
Cc1ccccc1Nc1c(-c2ccc(Cl)cc2)nc2c(C)cccn12	-6
Cc1ccc(OCc2nnc(SCC(=O)Nc3cc(C)ccc3C)n2C)cc1	6
CCc1ccc(CN2CCC(n3cc(CC(C)O)nn3)CC2)o1 (configuration not stated)	8
CCc1ccccc1NC(=O)c1ncoc1-c1ccco1	-6
O=C1Nc2ccc(F)cc2C12Nc1ccccc1-c1nnc(SCc3ccccc3F)nc1O2 (configuration not stated)	7
CCOc1cccc(N2C(=O)c3ccccc3NC2c2c(O)ccc3ccccc23)c1 (configuration not stated)	-6
CC(C)(C)NC(=O)c1ccccc1NC(=O)c1ccco1	0
CCc1c(-c2ccccc2)c(=O)nc(C)n1-c1ccc(C)c(C)c1	10
Cc1ccccc1NC(=O)CC1NC2CCCCC2NC1=O (configuration not stated)	7
Cc1cccc(-n2ccnc2SCC(=O)Nc2nc3ccccc3s2)c1	5
CCOc1ccccc1NS(=O)(=O)c1ccc(N2CCCCS2(=O)=O)cc1	-5
CCOC(=O)C1(CCOC)CCCN(CC2CCCC2)C1 (configuration not stated)	10
CC(Oc1cccc(Cl)c1Cl)C(=O)N1CCOCC1 (configuration not stated)	10
COc1ccc(/C=C/CN2CCc3ccc(NC(=O)C4CCCO4)cc3C2)cc1 (configuration not stated)	-6
COc1ccc(Nc2c(-c3ccccn3)nc3ccc(Cl)cn23)cc1	-4
CCn1cc(CN2CCC3(CCCN(Cc4ccc(F)cc4)C3=O)C2)cn1 (configuration not stated)	9
CC(C)CCn1c(=O)c2cccnc2n(CC(=O)Nc2ccccc2)c1=O	2
CNc1oc(-c2ccc(COc3ccc(C)cc3)o2)nc1C#N	-5
CC(C)(C)C1CCc2c(sc(NC(=O)COc3ccc(Cl)cc3)c2C(N)=O)C1 (configuration not stated)	9
COCc1nnc(NS(=O)(=O)c2ccc(Br)cc2)s1	0
Cc1cccc(OCc2nc(C#N)c(NCc3ccccc3Cl)o2)c1	2
CCOc1ccc(Oc2cc(Oc3ccc(NC(=O)c4nc5nc(-c6cccs6)cc(C(F)(F)F)n5n4)cc3)cc([N+](=O)[O-])c2)cc1	6
O=C(CCN1CCCCO1)NC1CCCc2nc(-c3ccccc3)ncc21 (configuration not stated)	4
O=C1c2ccccc2C2OCc3ccccc3N12 (configuration not stated)	7
CCCCCCC(=O)Oc1ccccc1N1C(=O)c2ccccc2C1=O	-4
O=C(c1ccncc1)N(Cc1ccccc1)Cc1ccccc1	-2
C[C@]12CCCC[C@@H]1CC(=O)C=C2Sc1ccccc1	-1
COc1ccc(-c2cc(C(F)(F)F)nc(SCC(=O)Nc3cccnc3Cl)n2)cc1	-4
Cc1ccc(CNC(=O)CN2C(=O)CC(c3ccc(C)c(C)c3)=Nc3ccccc32)cc1	-11
CC1(C)CC(=O)C2C(=Nc3ccccc3N(C(=O)C(F)(F)F)C2c2ccccc2F)C1 (configuration not stated)	-5
COc1cc(Cl)cc(/C=C2\SC(=N)NC2=O)c1OC	-2
CCc1ccc(-n2nc(C)c3c(C)cc(=O)n(CC(=O)Nc4cc(Cl)ccc4OC)c32)cc1	-2
C=C(C)C1CC=C(C)/C(=N/NC(=O)c2ccccc2Cl)C1 (configuration not stated)	7
COc1ccc(-c2cnc3c(c2)CCC3(C#N)C#N)cc1	10
COc1ccc(CNC(=O)COc2ccccc2)cc1	-10
O=C(Cn1ccn(-c2ccc(F)c(F)c2)c(=O)c1=O)c1ccc(F)cc1	4
CCOC(=O)N1CCN(C(=S)Nc2cc(OC)c(Cl)cc2OC)CC1	4
